Screens as filed in PubChem BioAssay.
CCT modulator = High-Throughput Screening for Modulators of Cytosolic Chaperonin Activity; 0.3% of 360,000 active; activity change, % (no concentration beside the values), hits read low; purified chaperonin ATPase assay, HTRF ADP detection, 30 min; in the data active = activity change below about -30%; note: % is set by controls: 0 for no effect and ±100 for the full control effect
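TRiC (40 or 20 nM final, by batch activity) in 30 mM Tris pH 7.4, 100 mM KCl, 5 mM MgCl2, 1 mM DTT was treated with compound at 76 uM single dose, then 10 uM ATP, 30 min at 37 °C. ADP was read by HTRF Transcreener.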
PI5P4Ka inh = qHTS for Inhibitors of phosphatidylinositol 5-phosphate 4-kinase (PI5P4K) | Phosphatidylinositol 5-phosphate 4-kinase type-2 alpha (Homo sapiens), P48426 | PI5P4Kalpha enzyme, ADP-Glo luminescence, 60 min; hits give low values | max response, % | 1.2% of 330,000 active | AID 652105, 2013; active = max response of -50% or lower; inconclusive = between -30% and -50%; inactive = -30% or higher; note: value at the top dose of about 77 µM; % is set by controls: 0 for no effect and ±100 for the full control effect
Target sequence (P48426 whole entry, looked up): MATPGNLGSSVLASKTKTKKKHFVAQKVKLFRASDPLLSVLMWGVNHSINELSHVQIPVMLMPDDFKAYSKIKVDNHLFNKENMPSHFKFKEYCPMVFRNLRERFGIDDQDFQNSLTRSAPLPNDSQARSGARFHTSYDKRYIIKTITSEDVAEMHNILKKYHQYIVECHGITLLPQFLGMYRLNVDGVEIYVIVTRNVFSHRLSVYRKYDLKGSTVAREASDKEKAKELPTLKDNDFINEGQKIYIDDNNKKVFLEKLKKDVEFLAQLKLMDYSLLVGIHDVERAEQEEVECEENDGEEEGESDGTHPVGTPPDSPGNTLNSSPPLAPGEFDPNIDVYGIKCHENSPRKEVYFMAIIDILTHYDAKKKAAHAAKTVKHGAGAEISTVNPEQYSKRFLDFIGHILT
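qHTS, 1536-well: enzyme/substrate mix, compound by pin tool, 5 microM ATP final; RT 60 min; ADP-Glo reagents 1 (45 min) then 2 (30 min); luminescence.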
PLK1 PBD block = qHTS for Inhibitors of PLK1-PDB (polo-like kinase 1 - polo-box domain): Primary Screen; Serine/threonine-protein kinase PLK1 (Homo sapiens), P53350; Plk1 PBD binding of FITC phosphopeptide, fluorescence polarization; Potency, µM, without a hit: max response, negative = inhibition, most hits filed as inhibitors; 2.8% of 360,000 active; note: potency is the fitted concentration of half-maximal effect; series mostly up to about 57 µM; % is set by controls: 0 for no effect and ±100 for the full control effect; nearly all actives have a fitted effect of over 65% in size
Target sequence (P53350 whole entry, looked up, the tested form may be a part): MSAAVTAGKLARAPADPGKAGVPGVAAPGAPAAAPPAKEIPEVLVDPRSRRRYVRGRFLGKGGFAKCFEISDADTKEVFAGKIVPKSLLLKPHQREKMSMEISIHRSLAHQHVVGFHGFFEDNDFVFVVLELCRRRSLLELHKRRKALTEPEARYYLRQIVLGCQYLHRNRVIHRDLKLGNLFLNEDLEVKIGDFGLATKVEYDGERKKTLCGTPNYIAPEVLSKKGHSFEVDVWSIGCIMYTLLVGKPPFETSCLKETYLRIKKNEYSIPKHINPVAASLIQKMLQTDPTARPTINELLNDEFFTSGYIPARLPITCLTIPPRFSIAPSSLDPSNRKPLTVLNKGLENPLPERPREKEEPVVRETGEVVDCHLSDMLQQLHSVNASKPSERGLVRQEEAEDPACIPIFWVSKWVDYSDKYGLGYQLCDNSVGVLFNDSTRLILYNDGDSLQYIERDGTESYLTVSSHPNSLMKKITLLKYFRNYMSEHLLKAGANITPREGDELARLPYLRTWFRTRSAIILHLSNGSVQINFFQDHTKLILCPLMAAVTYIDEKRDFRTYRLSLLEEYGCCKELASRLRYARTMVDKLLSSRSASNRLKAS
EPAC2 antag = qHTS for Antagonist of cAMP-regulated guanine nucleotide exchange factor 2 (EPAC2): primary screen. AID 720708, 2013. EPAC2 GEF exchange of Rap1B-BODIPY-GDP, fluorescence. 0.18% of 360,000 active. Rap guanine nucleotide exchange factor 4 (Homo sapiens), Q8WZA2. Potency, µM (series often up to 114 µM), without a hit: at the highest dose activity, negative = inhibition, actives largely listed as inhibitors; note: potency is the fitted concentration of half-maximal effect; % is set by controls: 0 for no effect and ±100 for the full control effect; nearly all actives have a fitted effect of over 45% in size; many of its hits are not listed in these tables
EPAC1 antag = qHTS for Antagonist of cAMP-regulated guanine nucleotide exchange factor 3 (EPAC1): primary screen | Rap guanine nucleotide exchange factor 3 (Homo sapiens), O95398 | 0.14% of 360,000 active | EPAC1 GEF assay, Rap1b-BODIPY-GDP exchange fluorescence | AID 720709, 2013 | Potency, µM (doses to about 115 µM), for the others: at the top dose activity change, negative = inhibition, hits mostly inhibitors;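 note: potency is the fitted concentration of half-maximal effect; plate controls were vehicle for no effect and positive control for full effect; nearly all actives have a fitted effect of over 50% in size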
WRN inhibitor = qHTS for Inhibitors of WRN Helicase | Bifunctional 3'-5' exonuclease/ATP-dependent helicase WRN (Homo sapiens), Q14191 | WRN helicase unwinding, fluorescent forked duplex, kinetic | Potency, µM (series often up to 114 µM), for the others: at the top dose activity change, negative = inhibition, most hits filed as inhibitors | 0.46% of 360,000 active; note: potency is the fitted concentration of half-maximal effect; % is set by controls: 0 for no effect and ±100 for the full control effect; nearly all actives have a fitted effect of over 55% in size
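Kinetic red-fluorescence monitoring (525/598 nm) tracks WRN helicase activity after 100 nM fluorophore-quencher forked duplex and 2 mM ATP are added to 20 nM enzyme pretreated 15 min at room temperature with compound.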
EPAC1 ag = qHTS for Agonist of cAMP-regulated guanine nucleotide exchange factor 3 (EPAC1): primary screen | Potency, µM (series often up to 154 µM), for inactives: at the top dose activation, usual class: activators | EPAC1 agonist qHTS, biochemical assay; response scale: 100% = response to 6.5 mM cAMP | Rap guanine nucleotide exchange factor 3 (Homo sapiens), O95398 | 0.073% of 360,000 active | AID 720707, 2013; note: potency is the fitted concentration of half-maximal effect; nearly all actives have a fitted effect of over 60% in size
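Read-out is the fluorescence drop as BODIPY-GDP leaves Rap1B (480 nm excitation, 540 nm emission), recorded every 5 minutes over 30 minutes. Reactions held 100 nM EPAC1, 250 nM Rap1B–BODIPY-GDP and 50 uM GDP, with 6.5 mM cAMP setting full activation.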
Mm-Cpn inhibitor = Inhibitors of TCP-1 ring complex (TRiC) of Methanococcus maripaludis (MmCpn): qHTS | Chaperonin Mm-Cpn (Methanococcus maripaludis) | AID 504842, 2011 | purified Mm-Cpn ATPase, ADP Transcreener TR-FRET | 0.031% of 330,000 active | Potency, µM (series often up to 76.9 µM), inactives show at the top dose activity, negative = inhibition, most hits filed as inhibitors; note: potency is the fitted concentration of half-maximal effect; % is set by controls: 0 for no effect and ±100 for the full control effect; nearly all actives have a fitted effect of over 80% in size
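ATP (10 uM final) was added to archaeal chaperonin (25 nM final) after 10 min exposure to test compound at 37°C; after 30 min further incubation, ADP was detected by competitive TR-FRET.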
An asterisk follows results filed as active; u = inconclusive; x = not tested or not shown; & = joins results of further samples; [ ] = remark or other dose. Unless noted, calls come from the whole dose curve; as a rule, active = well fitted curve in the direction sought with a large enough effect; inconclusive = small, poorly fitted or top-dose-only effect, or another doubt; inactive = no such curve, though single readings can be large; an effect the other way counts as inactive or inconclusive. Some of the compounds tested; count on the stated rates, not on these rows.

CCT modulator	PI5P4Ka inh	PLK1 PBD block	EPAC2 antag	EPAC1 antag	WRN inhibitor	EPAC1 ag	Mm-Cpn inhibitor	SMILES
0.5	-4.9	-5.4%	1.9%	-8.6%	-4.4%	-11.2%	1.7%	CN(C)C(CNC(=O)c1cccc(S(=O)(=O)N(C)C)c1)c1ccccc1 (centres undefined)
0.7	x	-4.6%	-15.0%	-11.2%	-10.1%	5.7%	1.1%	Cc1cnc(NC(=O)Cc2c[nH]c3ccccc23)s1
-3.0	x	-11.8%	-2.1%	-0.4%	-3.8%	6.1%	1.9%	NC(=O)c1ccccc1NC(=O)CCN1C(=O)c2ccccc2C1=O
-2.4	4.1	-2.3%	1.7%	-10.8%	1.6%	0.8%	1.6%	CCN(C(=O)COC(=O)/C=C/c1ccccc1)C1CCCCC1
-0.8	-2.4	-9.3%	-3.8%	-8.1%	-7.4%	1.7%	x	O=C(Nc1ccccc1)c1cc(C2CCCN(C(=O)C/C=C/c3ccccc3)C2)on1 (centres undefined)
0.8	-2.7	-6.2%	-6.1%	-10.7%	5.3%	3.3%	-1.7%	COc1ccc(N2CCN(c3nc4c(c(=O)[nH]c(=O)n4C)n3Cc3cccc(C)c3)CC2)cc1
-1.1	-1.7	0.3%	5.0%	9.4%	0.7%[57.1 µM]	-4.2%	-13.5%	Cc1ccc(N=C(NO)c2cnccc2C(F)(F)F)c(C)c1
2.1	-3.6	-12.1%	-2.4%	1.4%	1.6%	5.3%	0.8%	Cc1c(NC(=O)c2cc3nc(-c4ccc(Br)cc4)cc(C(F)(F)F)n3n2)c(=O)n(-c2ccccc2)n1C
0.0	0.8	-8.3%	-16.0%	-9.8%	-0.2%	-1.6%	-0.6%	O=C(c1ccncc1)N1CCN(c2cccc(C(F)(F)F)c2)CC1
-1.8	0.5	2.8%	8.0%	-2.3%	0.0%	3.8%	x	CCO[C@H]1OC(C(=O)Nc2ccccc2)=C[C@@H](c2coc3ccccc3c2=O)[C@@H]1CCCO
-4.6	-0.4	-10.7%	-0.9%	-16.4%	-35.5%	12.6%	-2.3%	Cc1cc(C)cc(OC(C)C(=O)Nc2ccc(S(=O)(=O)Nc3cc(C)nc(C)n3)cc2)c1 (centres undefined)
-1.0	-3.0	4.1%	0.6%	7.7%	-6.2%	6.0%	x	O=C(NCC1CC1)C1(C(F)(F)F)CC(CCCO)CCCO1 (centres undefined)
0.4	1.7	-17.3%	2.7%	-6.9%	2.9%	9.3%	-1.0%	COc1cccc(C(=O)N(Cc2ccc(N(C)C)cc2)C2CCS(=O)(=O)C2)c1 (centres undefined)
0.5	1.6	-6.3%	4.2%	4.4%	1.9%	1.3%	2.9%	COc1cccc(/C=N/NC(=O)C(=O)N2CCCC2)c1OC
2.1	2.2	4.2%	3.6%	-6.7%	-0.9%	-2.7%	-4.1%	CC(C)(C)C(=O)O/N=C(\N)COc1cccc(Cl)c1
-0.6	-4.5	-1.6%	9.7%	4.6%	9.8%	-4.2%	-1.4%	O=C(NCCCN1CCOCC1)C1(c2ccccc2)CCOCC1
-1.2&-3.8	1.4&3.3	-2.9%&-9.1%	1.5%&-1.6%	-0.3%&1.9%	0.1%&6.1%	-5.6%&-0.9%	-3.0%	COc1ccc(CN2CCN(c3ccccn3)CC2)c(OC)c1C
-1.5	-0.6	-2.9%	-10.9%	-0.7%	-7.4%	17.7%	x	CCCc1c(C(=O)N/N=C/c2ccc3c(c2)OCO3)nnn1-c1nonc1N
0.3	0.0	-5.5%	3.7%	-7.1%	-3.7%	-7.0%	-1.7%	Cc1cccc(N2CCN(C(=O)N3CCCCC3)CC2)c1C
-0.2	7.0	-11.0%	-11.2%	-16.7%	-6.5%	11.8%	0.3%	CCOC(=O)c1ccc(NC(=O)CC2SC(=NC)N(C)C2=O)cc1 (centres undefined)
-1.3	-3.1	2.4%	-15.4%	-8.1%	-0.1%	-8.6%	x	COc1ccc(-c2ccc3oc(-c4ccsc4)cc3c2)cc1
-0.4	6.7	0.0%	-13.7%	-4.6%	-3.2%	3.1%	0.1%	CCOC(=O)Cc1csc(NC(=O)CCCc2ccccc2)n1
-0.7	-4.0	-18.5%	6.7%	-5.0%	-6.0%	-3.1%	0.5%	CCOC(=O)[C@@H]1[C@H]2COc3ccccc3[C@@H]2N2C(=O)N(c3ccc(Cl)cc3)C(=O)[C@@]12C
1.1	-4.1	8.1%	-7.8%	6.3%	-8.0%	-8.4%	x	CCN(CC)CCCNc1cc(C)c(C#N)c2nc3ccccc3n12

Random excerpt: 3 records from the list
CCT modulator	PI5P4Ka inh	PLK1 PBD block	EPAC2 antag	EPAC1 antag	WRN inhibitor	EPAC1 ag	Mm-Cpn inhibitor	SMILES
1.1	-4.1	8.1%	-7.8%	6.3%	-8.0%	-8.4%	x	CCN(CC)CCCNc1cc(C)c(C#N)c2nc3ccccc3n12
-0.4	6.7	0.0%	-13.7%	-4.6%	-3.2%	3.1%	0.1%	CCOC(=O)Cc1csc(NC(=O)CCCc2ccccc2)n1
-0.6	-4.5	-1.6%	9.7%	4.6%	9.8%	-4.2%	-1.4%	O=C(NCCCN1CCOCC1)C1(c2ccccc2)CCOCC1

The list goes on.
CCT modulator	PI5P4Ka inh	PLK1 PBD block	EPAC2 antag	EPAC1 antag	WRN inhibitor	EPAC1 ag	Mm-Cpn inhibitor	SMILES
-2.2	7.3	-17.1%	7.9%	0.7%	1.8%	-4.5%	3.8%	O=[N+]([O-])c1ccccc1CNCCCCO
0.6	-27.0	-1.7%	-3.0%	7.3%	-9.5%	5.2%	-1.8%	N#C/C(=C(/O)COC(=O)c1ccc2c(c1)OCCO2)c1nc2ccccc2[nH]1
2.5	-3.4	-8.1%	0.6%	1.2%	-2.6%	5.5%	-2.0%	COc1ccc(C(CNC(=O)c2cccc(S(=O)(=O)N3CCCCC3)c2)N2CCCC2)cc1 (centres undefined)
-0.7	0.8	-11.3%	0.8%	-24.6%	4.3%	11.5%	-0.7%	CCS(=O)(=O)c1ccc(C(=O)NC2CC2)c(Cl)c1Cl
0.0	1.5	2.8%	10.5%	6.6%	-1.8%	-12.3%	x	CC(C)CC(CO)N1CCN(C(=O)c2ccc(Cl)cc2)CCC1=O (centres undefined)
-0.6	-4.5	-13.7%	-1.9%	-9.2%	-14.2%	13.9%	-0.9%	CS(=O)(=O)c1ccccc1-c1nnc(NC(=O)c2cccc(N3C(=O)CCC3=O)c2)o1
-2.4	-7.9	-15.7%	u	-19.5%	-1.4%	8.8%	-3.9%	Cc1csc(Nc2ccccc2)[n+]1-c1ccccc1
0.3	1.0	-7.8%	-1.1%	-21.4%	6.3%	7.0%	-0.8%	COc1ccccc1C(CNC(=O)CCNC(=O)c1ccccc1Cl)N1CCCC1 (centres undefined)
-2.7	2.1	-10.4%	2.6%	-10.9%	-2.9%[57.1 µM]	6.8%	0.6%	COC(=O)c1ccccc1NC(=O)C/C(C)=N/NC(=O)CC#N
-1.4	2.8	-15.5%	-0.7%	-2.4%	-11.7%	11.8%	-10.3%	Cc1ccc2c(c1)N(C(=O)CSc1nncn1C)C(C)(C)c1ssc(=S)c1-2
-10.4	2.9	4.5%	0.4%	6.8%	-7.7%	-3.0%	-2.5%	O=C(Nc1ccc(OCC(=O)N2CCOCC2)cc1)Nc1cccc2ccccc12
-4.1	1.1	-16.2%	2.2%	-19.9%	-2.7%	-0.1%	-0.4%	Cc1ccc(/C=[N+](/C)[O-])cc1
-1.1	-1.6	3.3%	7.7%	-11.8%	-3.7%	1.4%	-0.2%	NNC(=O)c1ccc(CSc2n[nH]c(=O)[nH]c2=O)cc1
1.6	0.9	-1.1%	13.9%	-0.2%	-11.7%	1.4%	3.0%	N#Cc1nc(COc2ccc(Br)cc2)oc1NCCCn1ccnc1
-1.2	13.0	-6.1%	12.0%	4.6%	-2.9%	2.9%	-1.0%	O=C(Nc1ccccc1N1CCN(C(=O)c2ccc(Cl)cc2)CC1)c1cccnc1
0.6	u	-16.3%	0.4%	u	-1.8%	2.2%	1.6%	NC(=S)N/N=C/c1c(O)ccc2ccccc12
-2.9	0.7	-7.2%	10.0%	0.5%	-4.0%	4.5%	-0.9%	COc1ccccc1NC(CC(=O)c1ccccc1)C(=O)OCC(=O)c1ccc(Br)cc1 (centres undefined)
3.2	-1.8	-0.9%	2.4%	5.8%	5.4%	-3.5%	-1.8%	CN1CCN(c2ccc([N+](=O)[O-])cc2S(=O)(=O)N2CCOCC2)CC1
0.6	-2.0	-18.8%	-2.1%	-6.6%	-13.7%	0.6%	1.0%	c1ccc(N2CCN(c3nc4ccccc4n4nnnc34)CC2)cc1
0.9	-3.0	-8.0%	17.8%	24.8%	3.3%	9.6%	-3.9%	O=C(CSc1ncnc2c1cnn2-c1ccccc1Cl)N1CCN(C(=O)c2ccco2)CC1
-0.3	-2.7	-2.6%	u	-3.5%	-9.0%	0.2%	x	CC(C)COC(=O)N1CCCCC1c1cc(C(=O)NCc2ccccc2)no1 (centres undefined)
1.3	14.0	-11.0%	1.7%	12.0%	0.4%	2.1%	2.6%	CCOC(=O)N1CCc2c(sc3c2c(=O)n(Cc2ccccc2)c(=O)n3CC(=O)NCC2CCCO2)C1 (centres undefined)
1.3	-6.9	u	16.2%	19.6%	-4.0%	4.0%	-1.6%	Cc1cc(C)nc(NNS(=O)(=O)c2c(F)cc(F)cc2Br)n1
0.5	12.1	3.1%	-1.7%	5.6%	3.9%	-0.4%	x	CCCCC[C@H](C)N1C[C@H](COCc2ccccc2)Oc2cc(N3CCC[C@@H]3COC)ccc2S1(=O)=O
-3.3	-1.9	-9.9%	2.4%	-0.9%	-6.0%	1.3%	0.0%	COc1cccc(/C=C/C(=C2/C(=O)N(c3ccccc3)N=C2C)c2ccc(Br)cc2)c1OC
1.9	-5.7	u	5.9%	3.9%	9.0%	-0.1%	x	CCC(=O)N1CCc2cc(S(=O)(=O)N3CCN(C(=O)c4ccco4)CC3)ccc21
